Screening results from PubChem.
RTF Ca sens inh = cardiac RTF calcium sensitivity inhibitors, primary screen, biochemical, IANBD-TnC fluorescence, EC70 calcium. 0.12% of 340,000 active. AID 493244, 2011. inhibition, % at 7.15 µM. IANBD-labeled cardiac RTF, Ca2+ fluorescence;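 active = inhibition above the mean inhibition of all tested compounds plus 3 SD, cut at about 17% in these data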;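 note: assay run at fixed EC70 calcium of 1.6 mM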
DSG3 Ab inh = inhibitors of pemphigus antibody binding to DSG3, primary screen, biochemical, bead-based, flow cytometry, scFv-GFP; AID 588358, 2011; Desmoglein-3 (Homo sapiens), P32926; binding (percent of control), % at 10 µM; DSG3-coupled beads, scFv-anti-DSG3-GFP binding; active compounds read low; 0.48% of 310,000 active;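 active = binding more than 3 SD below its plate's average and above zero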;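 note: hits lower antibody fragment binding to DSG3; some compounds called inactive have numbers as strong as hits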
V-ATPase pHluor = regulators of yeast V-ATPase proton pumping, primary screen, pHLuorin cytosolic pH fluorescence; 0.37% of 350,000 active; response, % at 10 µM; S. cerevisiae; AID 504577, 2011; in the data active = response mostly above about 7.3%, no sharp cut-off; inactive = mostly below about 5.4%; note: actives read high; inactives centre near 0; some compounds called inactive have numbers as strong as hits; reference of the scale not given here
Keap1 Nrf2 FP = Keap1-Nrf2 protein-protein interaction inhibitors, primary screen, biochemical, fluorescence polarization, single point; AID 504523, 2011; Keap1 Kelch-Nrf2 peptide fluorescence polarization, 1536-well; inhibition, % at 9.4 µM; Kelch-like ECH-associated protein 1 (Homo sapiens), Q14145; 0.15% of 340,000 active; in the data active = inhibition above about 12%;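 note: human Keap1 Kelch domain with fluorescein labeled Nrf2 9mer peptide probe; 0% = neutral control wells and 100% = peptide positive control; higher means more block of Keap1 binding to Nrf2 peptide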
Target sequence (Q14145 whole entry, looked up, the tested form may be a part): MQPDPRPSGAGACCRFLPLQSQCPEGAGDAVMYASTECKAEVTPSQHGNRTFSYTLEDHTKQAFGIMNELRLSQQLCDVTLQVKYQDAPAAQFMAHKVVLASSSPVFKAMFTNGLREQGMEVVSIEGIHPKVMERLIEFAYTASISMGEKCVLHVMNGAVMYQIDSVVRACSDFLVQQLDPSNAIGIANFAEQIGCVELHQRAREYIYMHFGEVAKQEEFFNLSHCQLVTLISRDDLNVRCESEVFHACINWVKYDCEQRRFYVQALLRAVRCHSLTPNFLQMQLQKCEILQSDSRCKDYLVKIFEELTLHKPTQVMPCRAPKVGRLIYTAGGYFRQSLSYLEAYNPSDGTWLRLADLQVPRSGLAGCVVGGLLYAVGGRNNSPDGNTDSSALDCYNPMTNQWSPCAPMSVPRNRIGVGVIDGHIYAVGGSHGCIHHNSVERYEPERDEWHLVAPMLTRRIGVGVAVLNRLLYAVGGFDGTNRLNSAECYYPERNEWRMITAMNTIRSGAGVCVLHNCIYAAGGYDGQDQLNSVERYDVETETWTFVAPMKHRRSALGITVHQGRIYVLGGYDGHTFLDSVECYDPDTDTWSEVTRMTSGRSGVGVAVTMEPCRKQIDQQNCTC
Wnt bcat act = Wnt/beta-catenin pathway activators, primary screen, cell-based, plate reader, single point; Wnt/beta-catenin reporter cell assay, activator; activation, % at 9.35 µM; 1.2% of 300,000 active; AID 743398, 2014; in the data active = activation above about 30%, passing the limit was not always enough;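 note: 0% = neutral control wells and 100% = positive control wells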
OPRM1-OPRD1 inv = inverse agonists of MOR-DOR heterodimerization, primary screen, cell-based, luminescence. Mu-type opioid receptor (Homo sapiens) + Delta-type opioid receptor (Homo sapiens), …. cell-based MOR-DOR heterodimer luminescence, inverse agonism. inhibition, % at 9.3 µM. 0.21% of 340,000 active. AID 504357, 2011; in the data active = inhibition above about 22%, passing the limit was not always enough;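 note: 0% = cells with DMSO and 100% = wells without cells with DMSO; values of inactives mirror those of a sister screen read the other way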
OPRM1-OPRD1 ag = agonists of OPRM1-OPRD1 heterodimerization, primary screen, cell-based, luminescence. Mu-type opioid receptor (Homo sapiens) + Delta-type opioid receptor (Homo sapiens), …. cells. activation, % at 9.3 µM. 0.3% of 340,000 active. AID 504326, 2011; in the data active = activation above about 18%;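 note: 0% = vehicle-treated cells and 100% = reference agonist; values of inactives mirror those of a sister screen read the other way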
LANA DNA inh = inhibitors of KSHV C-LANA binding to DNA, primary screen, biochemical, fluorescence polarization, FAM-LBS DNA, MBP-C-LANA, single point | Kaposi's sarcoma herpesvirus LANA C-terminal domain (residues 932-1162) DNA binding | AID 504423, 2011 | inhibition, % at 9 µM | 0.078% of 340,000 active;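 active = highest replicate inhibition at or above 60% at 9 µM, even if other replicates fall short; inactive = all replicates below 60% inhibition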;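 note: 0% = neutral control wells and 100% = 4 µM acridine orange control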
RTF Ca sens act = cardiac RTF calcium sensitivity activators, primary screen, biochemical, IANBD-TnC fluorescence, EC20 calcium; Troponin I, cardiac muscle (Homo sapiens) + Troponin T, cardiac muscle (Homo sapiens) + …; IANBD-labeled TnC RTF fluorescence at EC20 calcium; 0% EC20 calcium, 100% full calcium; activation, % at 7.2 µM; 0.24% of 340,000 active; AID 493008, 2010;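 active = activation above the mean over all tested compounds plus 3 SD, cut at about 30% in these data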;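 note: rise in fluorescence read as greater calcium sensitivity of cardiac thin filaments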
Arr AP2 block = inhibitors of beta-arrestin/AP2 binding, primary screen, biochemical, GPCR trafficking, flow cytometry. inhibition, % at 10 µM. beta-arrestin 1 C-terminal peptide binding to AP2 beta2-adaptin appendage (human). 0.31% of 340,000 active. AID 504490, 2011. FITC-arrestin peptide / GST-AP2 beads; AP2 beta2 appendage carries R879A mutation;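 active = inhibition above a set limit, near 3 SD of compounds lacking own fluorescence, cut at about 54% in these data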;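 note: plate controls were DMSO wells for no effect and 5 µM unlabelled arrestin peptide for full effect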
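Measured by: flow cytometry, FL1 (488/535 nm); Material: AP2 appendage R879A on GSH beads; Evaluation: percent response; Timing: pre-incubation 12 min, peptide binding 1 h, room temperature; Also added: 50 nM FITC-arrestin peptide; Medium: PBS with 0.05% Tween 20 and 0.1% BSA.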
* = called active by the depositor; · = not tested or not shown.

| compound | RTF Ca sens inh | DSG3 Ab inh | V-ATPase pHluor | Keap1 Nrf2 FP | Wnt bcat act | OPRM1-OPRD1 inv | OPRM1-OPRD1 ag | LANA DNA inh | RTF Ca sens act | Arr AP2 block |
| --- | --- | --- | --- | --- | --- | --- | --- | --- | --- | --- |
| CC1c2nc3ccccc3n2C(CC(=O)NCc2ccccn2)C(=O)N1Cc1ccccc1 (centres undefined) | -2.6 | 95.7 | -3.9 | 1.9 | · | · | · | -0.2 | -0.3 | -1.3 |
| O=C(CNC(=O)c1ccc2c(c1)OCCO2)N/N=C/c1ccc(O)cc1O | -10.2 | 102.1 | -2.0 | -5.0 | · | 8.9 | -2.0 | 0.6 | 7.4 | 16.4 |
| CCS(=O)(=O)Nc1ccc(-c2nc3cccnc3s2)cc1 | -2.1 | 103.8 | 1.1 | -2.7 | 2.3 | 2.1 | -0.4 | -0.7 | -5.9 | 5.0 |
| CC(C)C(C(=O)NC(C)(C)C)N(CCN1CCOCC1)C(=O)CNS(=O)(=O)c1ccccc1 (centres undefined) | -2.0 | 106.9 | -4.4 | -11.5 | -0.2 | -7.9 | 1.1 | 2.3 | 5.2 | 7.2 |
| O=S(=O)(c1cc(Cl)ccc1Cl)N1CCCCC1 | -0.9 | 104.2 | -3.8 | 0.6 | -9.7 | 4.5 | -0.8 | 0.6 | 5.0 | 16.4 |
| COc1ccc(C2=CC(=O)C[C@H](c3ccc(Cl)cc3)C2)cc1 | 0.5 | 102.2 | -1.4 | -5.5 | -1.6 | -12.0 | 2.2 | 0.9 | -2.6 | -2.0 |
| Cn1c(N2CCOCC2)nc(-c2ccccc2)c1-c1ccccc1 | -5.8 | 101.7 | 1.4 | -2.1 | -9.8 | 2.7 | -0.5 | 0.0 | -0.4 | 3.3 |
| c1ccc(CSc2ncnc3sccc23)cc1 | -8.5 | 100.8 | 4.9 | 2.6 | · | -19.5 | 2.7 | -0.7 | -3.6 | 9.1 |
| O=C(CN1CCC(Cc2ccccc2)CC1)N1CCc2ccccc2C1 | 6.7 | 101.9 | -0.8 | -0.9 | -0.6 | 5.8 | -1.0 | 2.5 | -3.8 | 13.1 |
| COC(=O)c1ccc(CSc2nc3scc(-c4cccs4)c3c(=O)[nH]2)o1 | -5.6 | 99.5 | 1.5 | -1.6 | · | 1.5 | -0.3 | 1.6 | -3.7 | -11.2 |
| COc1ccc(C2C(=O)c3ccccc3C2=O)c(OC)c1 | -14.7 | 92.0 | -0.2 | 2.3 | 6.7 | 16.4 | -3.0 | 0.4 | 6.0 | 26.2 |
| Cc1cc(C)nc(N2CCC(C(=O)Nc3nnc(C)s3)CC2)n1 | -7.8 | 104.5 | 6.9 | 0.0 | · | 13.5 | -2.7 | -0.5 | 1.9 | 3.8 |
| CCc1ccc(N2CC(C)Cn3c2nc2c3c(=O)n(CCN3CCOCC3)c(=O)n2C)cc1 (centres undefined) | -4.8 | 100.5 | -2.7 | -1.8 | · | 11.3 | -2.1 | 0.2 | 0.0 | -1.2 |
| O=C(CNC(=O)c1cccnc1)N=Nc1c(O)[nH]c2c(Br)cc(Br)cc12 | -5.2 | 107.1 | 4.7 | -3.4 | 0.7 | 14.4 | -2.9 | -1.0 | 2.5 | -2.4 |
| CCOC(=O)C(=O)c1c(C)cc2ccccn12 | -27.0 | 107.1 | 1.2 | -5.0 | 3.1 | 16.6 | -3.6 | 0.4 | 2.5 | · |
| COc1ccc(S(=O)(=O)N(Cc2cc3ccc(OC)cc3[nH]c2=O)CC2COCCO2)cc1 (centres undefined) | -7.6 | 93.1 | 0.6 | -0.3 | · | 8.2 | -1.8 | 0.6 | -1.1 | 3.4 |
| O=C(Cc1cccs1)NCc1ccc(Cl)cc1 | -4.9 | 98.2 | 2.7 | -4.1 | 5.0 | 10.1 | -2.1 | -1.5 | 5.8 | -4.0 |
| Clc1ccc(-c2nnc(NC3=NCCCCC3)o2)cc1 | -23.6 | 103.4 | -4.9 | -3.9 | · | 5.9 | -0.9 | 0.4 | -1.9 | -5.5 |
| CCN(CC)S(=O)(=O)c1ccc(C(=O)Nc2nnc(C(C)C)s2)cc1 | -3.0 | 102.7 | 5.3 | -8.7 | 6.4 | 4.8 | -0.8 | 0.7 | 6.7 | 8.0 |
| Cc1ccccc1C(=O)Nc1ccccc1N1CCCCC1 | -1.7 | 105.0 | 2.1 | -1.2 | · | -57.3 | 11.3 | 0.8 | -2.4 | 1.2 |
| CCOC(=O)c1cccc(NC(=O)c2ccc(F)cc2F)c1 | 4.8 | 102.3 | 1.5 | 3.6 | 46.1* | 4.0 | -0.9 | 0.9 | -8.5 | -0.4 |
| CCOC(=O)c1cnc(-n2nc(C)cc2C)nc1Nc1cccc(C(C)=O)c1 | 1.7 | 95.8 | -0.4 | -4.8 | · | 9.5 | -1.8 | 0.9 | -2.7 | 7.4 |
| CC1=NN(C(N)=S)C(=O)C1N=Nc1ccc(Cl)cc1 (centres undefined) | 2.6 | 96.8 | 1.5 | 2.5 | 22.2 | 20.5 | -4.1 | 1.1 | -8.0 | 15.2 |
| CCn1c(-c2csc(-c3ccccc3)n2)n[nH]c1=S | -2.2 | -34.0* | 2.6 | -0.5 | · | -0.9 | 0.2 | 0.9 | -3.8 | -1.4 |
| CCCN(CC(=O)Nc1ccccc1C)C(=O)c1ccc2c(c1)OCO2 | -8.6 | 105.2 | -0.3 | 2.3 | -1.4 | 10.2 | -2.7 | -0.5 | 5.3 | 32.5 |
| CCCN(CC(=O)NC(=O)NC1CCCCC1)CC(=O)Nc1cc(Cl)ccc1Cl | -7.8 | 105.5 | -0.9 | -5.9 | -1.2 | -10.8 | 2.5 | -0.2 | 2.3 | -6.6 |
| COc1ccc([N+](=O)[O-])cc1NC(=O)COC(=O)c1ccccc1C(=O)c1ccccc1 | 0.5 | 76.9 | 0.3 | 4.8 | · | 9.0 | -1.8 | -1.2 | -2.8 | -4.5 |
| CCc1nonc1NC(=O)c1oc2c(C)c(C)ccc2c1C | -2.2 | 100.8 | -3.5 | -4.6 | 2.6 | -29.9 | 5.7 | 0.8 | -2.5 | -5.8 |
| S=C(Nc1ccc(Cl)cc1)NN1CCOCC1 | -22.4 | 104.4 | 1.2 | 0.8 | -1.7 | 4.1 | -0.8 | 0.1 | 1.5 | -1.2 |
| COc1ccc(NC(=O)CN(C)S(=O)(=O)c2ccc(Br)s2)cc1 | -2.4 | -21.5* | -5.8 | -3.0 | -0.8 | -11.4 | 1.8 | -0.8 | -3.1 | -4.0 |
| O=C(CSc1ccccn1)N/N=C/C=C/c1ccccc1 | -4.2 | 100.0 | -3.4 | -2.9 | 6.5 | 18.3 | -3.7 | 0.1 | -6.3 | 11.8 |
| COc1nnc(-c2ccc(N3CCOCC3)c(NC(C)=O)c2)c2ccccc12 | -4.7 | · | -2.5 | -2.2 | · | 11.7 | -2.3 | -0.8 | 4.3 | -5.9 |
| O=C(Cn1cnc2ccccc21)NCCCN1CCOCC1 | -24.5 | 100.0 | -0.8 | -3.3 | · | · | · | 0.4 | -0.2 | 4.1 |
| COC(=O)c1ccc(CN2C(=O)NC3(CCCCC3C)C2=O)o1 (centres undefined) | 4.4 | 107.3 | -0.9 | -2.5 | · | 6.2 | -1.1 | 1.6 | -2.3 | -2.9 |
| O=C1CC2(CCCCCC2)Oc2ccccc21 | -39.2 | 102.0 | -2.3 | 4.6 | 0.5 | 10.8 | -2.0 | -0.3 | -4.1 | 5.0 |
| CCS(=O)(=O)n1nc(-c2ccco2)nc1SC | -33.6 | 99.1 | 0.7 | -4.0 | -2.7 | 12.7 | -2.4 | 1.6 | -3.5 | -3.0 |
| CC(C)NS(=O)(=O)c1ccc(NCCCn2ccnc2)c([N+](=O)[O-])c1 | -3.0 | · | -2.8 | 0.3 | -3.8 | -2.6 | 0.4 | 1.5 | -4.9 | 18.4 |
| CCOCCOC(=O)c1[nH]c2c(c1C)C(=O)CC(c1cccs1)C2 (centres undefined) | 4.6 | 90.7 | -2.2 | -0.4 | -20.6 | 18.2 | -3.7 | -15.6 | 7.5 | 4.2 |
| CCOC(=O)c1c(-c2ccccc2)oc2ccc(O)c(CN3CCOCC3)c12 | -3.1 | 102.5 | 1.1 | 0.0 | · | -0.5 | 0.1 | -0.9 | -3.6 | 29.1 |
| Cc1ccc2cc([N+](=O)[O-])ccc2n1 | · | 95.9 | -3.7 | 1.4 | 10.3 | · | · | -0.3 | · | 33.3 |
| CCOC(=O)Cn1nnc(-c2cc(OC)c(OC)c(OC)c2)n1 | 1.1 | 119.4 | 3.0 | -3.5 | -1.6 | 9.7 | -2.0 | -0.8 | 5.2 | 14.4 |
| COCCNc1nc(C)cc(-c2cc(C(=O)Nc3ccccc3)on2)n1 | -25.3 | 100.6 | 4.0 | 2.0 | · | 17.3 | -3.0 | 0.9 | -0.4 | -1.2 |
| COC(=O)c1ccc(CNC(=O)c2ccc(OC)c(S(=O)(=O)NC3CCCC3)c2)cc1 | -3.1 | · | -6.1 | -1.4 | -4.0 | 9.3 | -2.3 | -0.8 | -3.5 | -0.9 |
| Cc1cc2c(c(=O)n1Cc1ccc3c(c1)OCO3)C(c1cccnc1)C(C#N)=C(N)O2 (centres undefined) | -9.0 | 103.4 | 1.0 | -4.7 | -5.2 | 11.7 | -2.2 | -2.0 | -4.7 | 8.6 |
| C=CCn1c(SCC(=O)Nc2ccc(C)cc2C)nnc1-c1cccnc1 | -8.4 | 102.0 | 0.7 | -0.4 | 1.3 | 10.8 | -1.9 | 0.9 | 1.7 | 30.1 |
| CC#CC[N+](C)(C)CCCCCCCC | -1.9 | 113.5 | -0.1 | -0.9 | 1.0 | 18.9 | -3.7 | -1.1 | 5.7 | -18.8 |
| O=c1c2ccccc2nc(/C=C/c2ccc3c(c2)OCO3)n1CCCO | 7.5 | 112.8 | -4.3 | 0.1 | · | 14.6 | -3.1 | 0.1 | 3.3 | 11.0 |
| COc1ccc(-c2nc(-c3cccs3)c(-c3cccs3)[nH]2)cc1OC | 0.8 | 107.6 | -0.5 | -1.2 | -0.8 | 29.8* | -5.0 | 0.9 | -5.6 | 11.6 |
| CCOc1ccc(CCNC(=O)C2CCN(S(=O)(=O)N3CCCCC3)CC2)cc1OCC | -1.8 | 95.5 | -0.8 | -0.6 | -0.4 | 17.4 | -2.8 | 2.8 | -7.6 | -0.2 |
| COc1ccccc1OCc1nc2ccccc2[nH]1 | -4.7 | 102.0 | -0.8 | -2.3 | 64.3* | 13.3 | -2.5 | 0.3 | 4.3 | 1.3 |

Rows are unselected; any-hit rate near 3.1%.
